Source: PubChem BioAssay (The Scripps Research Institute Molecular Screening Center)
ASAP1 inh: ASAP1 ArfGAP inhibition; ASAP1-stimulated ARF1 GTP hydrolysis, GDP FP detection; inhibition, % at 16.5 µM; actives 0.19% (n = 360,000); in the data active = inhibition above about 25%;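 also: 0% = vehicle with enzyme and substrate and 100% = no enzyme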
DDE Tn6 FP inh: disrupts Tn6 cyclic peptide binding to fibrin D-Dimer-E complex; AID 720509; inhibition, % at 8.3 µM; actives 0.21% (n = 370,000); Fibrin DD(E) TRITC-Tn6 fluorescence polarization displacement; P02675;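 active = inhibition above a per-campaign cutoff: mean of compounds within control limits plus 3 SD, cut at about 15% in these data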;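 also: 0% = median of all compound wells on the plate and 100% = blocking peptide control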
ARFGAP1 inhibitor: inhibitors of rat ARFGAP1. Q62848. Arfgap1-stimulated ARF1 GTP hydrolysis, GDP FP detection. inhibition, % at 16.5 µM. actives 0.26% (n = 360,000);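 active = inhibition above a per-plate limit, mean inhibition of low control wells plus 3 SD, cut at about 25% in these data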;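 also: 0% = DMSO wells with enzyme and 100% = wells lacking Arfgap1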
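Replicates: Single well per compound | Assay system: Truncated rat Arfgap1 GAP domain | Control set: No-Arfgap1 wells (100%) versus DMSO full-reaction wells (0%) | Times: Enzyme reaction 120 min at 25 °C after 20 min preincubation | Reagent: Human ARF1(Δ1-17)-GTP substrate | Measured by: Tracer-displacement fluorescence polarization with EDTA stop, 620/688 nm | Measure: Percent inhibition of Arfgap1-stimulated GTP hydrolysis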
ADAM17 inh: inhibitors of human ADAM17 | inhibition, % at 6.95 µM | P78536 | actives 0.83% (n = 370,000) | recombinant ADAM17, EDANS/DABCYL FRET peptide cleavage;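 active = inhibition above the mean of compounds lying between control limits plus 3 SD, set per campaign, cut at about 8.5% in these data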;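 also: 0% = DMSO-only wells as the low control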
DDE Tn7 FP inh: DD(E)-Tn7 binding inhibition, primary FP screen; inhibition, % at 8.3 µM; P02675; FP displacement of FITC-Tn7 peptide from fibrin DD(E); 0% = median of compound wells per plate; actives 0.13% (n = 370,000);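 active = inhibition above the mean of compounds falling within the control limits plus 3 SD of them, cut at about 14% in these data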;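 also: 0% = plate median of compound wells and 100% = 10 µM Aha-Tn7 peptide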
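Also added: labelled Tn7 tracer, 0.1 µM; Assay system: human fibrin DD(E) protein; Amount: 2 µM fibrin DD(E); Schedule: 10 min compound pre-incubation, 3 h probe incubation at room temperature; Repeats: one replicate per compound; Read-out basis: percent inhibition; Measured by: fluorescence polarization of the labelled Tn7 tracer.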
PLC-gamma1 inh: blocks human PLC-gamma1 enzyme activity. AID 720700. inhibition, % at 12.2 µM. actives 0.84% (n = 370,000). P19174. purified PLC-gamma1, fluorogenic substrate, fluorescence; in the data active = inhibition above about 9.5%
MBD2 inh: blocks human MBD2 binding to methylated DNA; AID 686964; TR-FRET, MBD2 binding to methylated oligonucleotide; inhibition, % at 4.4 µM; actives 0.31% (n = 370,000); in the data active = inhibition above about 13%
UHRF1 MBD2 ctr: UHRF1 methyl-DNA binding inhibition | Q96T88 | UHRF1 binding to methylated oligo, TR-FRET | inhibition, % at 4.4 µM | actives 0.75% (n = 370,000); in the data active = inhibition above about 21%;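 also: UHRF1 SRA domain binding a hemimethylated CpG hairpin DNA probe; 0% = median of test compound wells and 100% = reference inhibitor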
Target sequence (Q96T88 whole entry, looked up, the tested form may be a part): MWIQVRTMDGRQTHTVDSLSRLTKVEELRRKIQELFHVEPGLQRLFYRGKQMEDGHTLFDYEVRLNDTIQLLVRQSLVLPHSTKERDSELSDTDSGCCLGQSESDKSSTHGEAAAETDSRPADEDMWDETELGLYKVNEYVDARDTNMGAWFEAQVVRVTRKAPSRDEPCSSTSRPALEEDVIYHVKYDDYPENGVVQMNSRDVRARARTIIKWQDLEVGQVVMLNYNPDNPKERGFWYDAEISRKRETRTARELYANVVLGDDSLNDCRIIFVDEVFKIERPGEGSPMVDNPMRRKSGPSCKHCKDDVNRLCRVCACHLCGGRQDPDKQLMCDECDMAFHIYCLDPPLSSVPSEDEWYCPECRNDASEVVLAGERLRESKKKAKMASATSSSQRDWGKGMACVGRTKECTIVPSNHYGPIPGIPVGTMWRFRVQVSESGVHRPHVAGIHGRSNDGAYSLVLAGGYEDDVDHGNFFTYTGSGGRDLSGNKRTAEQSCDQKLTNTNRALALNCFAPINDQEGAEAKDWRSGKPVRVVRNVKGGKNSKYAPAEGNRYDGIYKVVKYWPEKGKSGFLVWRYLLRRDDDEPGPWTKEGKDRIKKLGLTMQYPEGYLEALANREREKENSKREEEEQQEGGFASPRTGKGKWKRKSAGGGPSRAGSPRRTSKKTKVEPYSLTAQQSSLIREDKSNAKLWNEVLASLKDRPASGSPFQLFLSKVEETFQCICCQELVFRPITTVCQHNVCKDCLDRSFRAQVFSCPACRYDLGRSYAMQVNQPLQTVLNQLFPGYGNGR
PLC-beta3 inh: inhibitors of human phospholipase C beta3; actives 0.18% (n = 370,000); inhibition, % at 12.2 µM; Purified PLC-beta3, fluorogenic substrate, fluorescence; in the data active = inhibition above about 11%;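 also: 0% = median of compound wells on plate and 100% = full blocker control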
proKLK7 act: proKLK7 (human) activation, primary screen; purified proKLK7, EDANS-DABCYL substrate fluorescence; 100% is mature enzyme control, 0% vehicle; actives 0.9% (n = 370,000); AID 652039; activation, % at 7 µM; P49862;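 active = activation above the mean of all tested compounds plus 3 SD, computed per campaign excluding outliers beyond control limits, cut at about 13% in these data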
Target sequence (P49862 whole entry, looked up): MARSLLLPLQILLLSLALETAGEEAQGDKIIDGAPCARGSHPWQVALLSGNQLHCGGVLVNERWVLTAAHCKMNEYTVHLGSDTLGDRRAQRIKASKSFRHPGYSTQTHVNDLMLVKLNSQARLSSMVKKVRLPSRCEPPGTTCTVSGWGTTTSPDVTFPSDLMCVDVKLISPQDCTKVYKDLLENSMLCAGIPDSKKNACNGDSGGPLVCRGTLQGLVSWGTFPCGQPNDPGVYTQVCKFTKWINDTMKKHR
* = called active by the depositor; i = inactive; · = no result given.

SMILES	ASAP1 inh	DDE Tn6 FP inh	ARFGAP1 inhibitor	ADAM17 inh	DDE Tn7 FP inh	PLC-gamma1 inh	MBD2 inh	UHRF1 MBD2 ctr	PLC-beta3 inh	proKLK7 act
C[C@H]1CN(C(=O)OC(C)(C)C)CCN1c1ccc(Br)c(C#N)c1	-7.4	9.6	-3.7	-7.4	9.8	-9.8	2.1	1.0	-10.8	0.3
Cc1c(NC2=CC(=O)CC(C)(C)C2)c(=O)n(-c2ccccc2)n1C	6.4	6.3	12.4	-1.4	-0.9	4.1	2.8	0.5	-1.3	-0.1
COc1ccccc1C(=O)NCc1nnc(SC(C)C(=O)Nc2nccs2)n1C (configuration not stated)	-8.8	7.1	-2.2	2.1	0.7	-1.5	-3.4	0.1	-2.7	-0.8
CCCCOC(=O)Nc1nc2ccc([N+](=O)[O-])cc2s1	-7.5	-3.7	5.8	-3.9	1.8	1.3	-1.0	-2.0	2.5	-1.2
Cc1cccc(NC(=S)Nc2ccc3cn[nH]c3c2)c1	-2.7	1.0	4.3	-3.1	-6.3	-1.0	-2.8	5.1	-3.5	-0.1
O=C(CCSCCc1ccccn1)Nc1ccc(Br)cn1	-4.4	-4.7	5.7	-1.0	5.4	-0.3	-4.3	-0.6	3.0	-0.2
CCOc1ccc(CCNC(=O)CSc2nc3ncc(Cl)cc3[nH]2)cc1OCC	2.5	2.0	-1.8	-5.2	-2.1	5.2	1.2	0.1	2.2	0.2
CCCn1c(SCC(=O)C(C)(C)C)nc2ccccc21	6.1	3.3	7.9	-2.1	1.6	1.1	1.3	8.4	1.5	-0.1
CC(=O)C1=C(c2ccccc2)NC(=S)NC1c1ccc(O)c(O)c1 (configuration not stated)	-8.5	-8.8	-9.1	-0.5	-1.1	0.8	1.0	0.7	-1.8	-0.1
C=CCOc1ccc(/C(O)=C2/C(=O)C(=O)N(CCCN3CCOCC3)C2c2ccc(OC)cc2)cc1 (configuration not stated)	2.2	-2.2	-0.3	3.1	-2.0	-2.2	-1.1	-5.2	-2.3	-0.1
CCN(CC)C(=O)c1csc([C@@H]2O[C@H](CO)[C@H](O)[C@H](O)[C@H]2O)n1	-9.8	11.0	4.3	-3.4	-0.7	4.5	26.2*	2.3	0.6	-1.1
Cc1cccc(C(C)C)c1NC(=O)COC(=O)COc1ccc2c(C)cc(=O)oc2c1	1.4	-0.8	2.3	-68.5	-8.2	-12.1	-1.0	-2.2	-13.4	5.2
COc1cc(/C=N/NC(=O)COc2c(C)cc([N+](=O)[O-])cc2C)ccc1OC(=O)c1ccccc1Br	12.8	0.4	11.3	6.4	-14.3	9.2	1.1	-2.4	6.6	0.5
Cc1ccc(NC(=O)CSCC(=O)NC2(C)CCS(=O)(=O)C2)cc1 (configuration not stated)	0.1	1.7	3.6	-0.5	-2.6	2.0	3.1	-0.2	0.9	0.6
COc1ccc(NC2=NCCC2)cc1	10.7	0.6	-0.8	1.4	-11.2	1.9	-3.1	-4.8	2.5	-0.3
COc1ccc(C(=O)Nn2c(C)nc3ccccc3c2=O)cc1	4.8	-10.7	-0.4	-6.8	0.8	7.9	7.8	0.3	-1.5	-0.4
CCN(C(=O)CSc1nc2ccccc2[nH]1)C1CCS(=O)(=O)C1 (configuration not stated)	-1.4	-1.4	-1.5	-5.5	4.0	1.1	0.1	-2.9	-3.7	0.2
O=C(NC1CCN(Cc2ccccc2)CC1)c1ccccc1F	-10.6	2.0	3.8	0.0	7.1	0.3	-7.0	-2.6	0.7	0.5
COCCN(CCOC)c1ncc(Cl)c(C(=O)c2c(C)cc3ccccn23)n1	-5.9	-1.4	4.1	-1.7	3.4	2.1	-1.5	-0.7	-0.1	0.4
NC1=NC(=O)/C(=C\c2cccs2)S1	-4.7	0.9	0.0	0.4	6.0	2.9	-6.5	-8.8	5.1	-0.6
COc1ccc(C2/C=C\CN(C(=O)NC(C)C)CC(=O)N2Cc2ccc(F)cc2)cc1 (configuration not stated)	2.7	5.0	4.7	-4.2	-0.1	-2.1	-0.8	2.4	1.2	0.0
CCOC(=O)N1CCN(CC(O)COC(CC)c2ccccc2)CC1 (configuration not stated)	-0.2	3.6	-2.2	0.0	10.4	-3.0	-0.6	-0.3	-1.5	-0.3
CCOC(=O)C1(Cc2cccc(OC)c2)CCCN(CCO)C1 (configuration not stated)	3.4	3.4	10.8	-1.0	2.7	0.2	3.4	-1.3	-7.9	0.1
Cc1nn(CC(=O)N2CCc3ccccc3C2)c(C)c1Cl	2.2	5.0	-5.7	-1.6	1.3	-0.6	0.8	-2.1	-1.0	0.5
Cc1cc(Cl)ccc1C(=O)C1CCCN(C(=O)c2n[nH]c3c2CCCC3)C1 (configuration not stated)	-7.3	-10.9	12.3	-1.7	-2.5	0.8	2.3	0.9	1.1	0.1
Cc1cccc(C)c1NC(=O)CSc1nc(N2CCOCC2)nc(N2CCOCC2)n1	-4.6	0.7	-3.3	0.6	-0.2	-2.5	-1.8	-0.7	-6.0	0.7
CC(C)C(=O)Nc1cccc(-c2cn3ccsc3n2)c1	5.2	10.1	-9.5	-1.6	-2.0	-1.0	0.9	-0.2	0.5	-0.7
CC(C)(C)C(=O)Cn1ncc(NC2CC2)c(Br)c1=O	1.0	1.9	5.6	-5.6	3.8	-1.9	4.5	2.7	-0.8	-0.2
COc1cc(/C=N/NC(=O)Nc2ccccc2)ccc1OC(C)=O	1.6	-4.3	-0.2	-2.8	-3.3	0.6	-1.7	-1.6	0.1	-0.2
O=C(c1cc2ccccn2n1)N1CCN(c2cccc(C(F)(F)F)c2)CC1	-8.1	4.5	-4.6	-6.1	6.1	-0.8	2.9	1.1	-1.8	0.3

The list goes on, overlapping the part above by six compounds.
SMILES	ASAP1 inh	DDE Tn6 FP inh	ARFGAP1 inhibitor	ADAM17 inh	DDE Tn7 FP inh	PLC-gamma1 inh	MBD2 inh	UHRF1 MBD2 ctr	PLC-beta3 inh	proKLK7 act
Cc1cc(Cl)ccc1C(=O)C1CCCN(C(=O)c2n[nH]c3c2CCCC3)C1 (configuration not stated)	-7.3	-10.9	12.3	-1.7	-2.5	0.8	2.3	0.9	1.1	0.1
Cc1cccc(C)c1NC(=O)CSc1nc(N2CCOCC2)nc(N2CCOCC2)n1	-4.6	0.7	-3.3	0.6	-0.2	-2.5	-1.8	-0.7	-6.0	0.7
CC(C)C(=O)Nc1cccc(-c2cn3ccsc3n2)c1	5.2	10.1	-9.5	-1.6	-2.0	-1.0	0.9	-0.2	0.5	-0.7
CC(C)(C)C(=O)Cn1ncc(NC2CC2)c(Br)c1=O	1.0	1.9	5.6	-5.6	3.8	-1.9	4.5	2.7	-0.8	-0.2
COc1cc(/C=N/NC(=O)Nc2ccccc2)ccc1OC(C)=O	1.6	-4.3	-0.2	-2.8	-3.3	0.6	-1.7	-1.6	0.1	-0.2
O=C(c1cc2ccccn2n1)N1CCN(c2cccc(C(F)(F)F)c2)CC1	-8.1	4.5	-4.6	-6.1	6.1	-0.8	2.9	1.1	-1.8	0.3
Cc1ccccc1C(=O)N1CCC[C@H]1C(=O)N1CCC[C@H]1C(=O)NCc1ccccn1	11.8	-8.4	5.2	-5.9	5.8	5.5	6.5	-0.1	1.8	0.0
CCCN(CC(=O)Nc1ccccc1OC)C(=O)c1ccc(S(=O)(=O)Nc2ccccc2)cc1	1.1	1.7	9.1	1.2	-5.2	-0.6	-0.5	0.2	-6.3	0.3
Cc1ccc(NC(=O)CSc2nnc(C)n2C2CC2)cc1S(=O)(=O)N1CCOCC1	-6.7	6.7	-2.4	-1.3	3.9	4.5	3.2	-2.0	-9.4	0.4
COc1cc(/C=C2\OC(=O)c3c(OC)cccc32)ccc1O	9.9	-4.5	21.4	-46.7	-5.0	i	2.2	-4.7	i	-2.5
CC1(Cc2ccc(OC(F)(F)F)cc2)C(=O)Nc2c(Cl)ccc(Cl)c21 (configuration not stated)	4.4	4.7	2.8	9.7*	5.4	1.3	3.3	-1.5	0.6	-0.3
CN(C)C(N)=NCCC[C@H](N)C(=O)O	5.0	-1.2	-3.8	-6.2	-1.5	-0.6	6.8	2.8	1.4	-0.2
CCOC(=O)c1cccc(P(C)(C)=O)c1	-0.9	-5.6	6.0	-0.4	5.1	2.5	-0.5	4.6	5.2	0.4
CCOc1ccc(N=Nc2ccc(O)c3ncccc23)cc1	-19.8	-4.5	-10.5	-0.3	-0.9	0.6	-6.0	-3.8	2.0	-0.6
COC(=O)c1[nH]c2ccc(F)cc2c1NC(=O)CCN1CCN(Cc2ccc3c(c2)OCO3)CC1	-6.7	3.3	10.3	-18.2	1.6	-17.9	-7.8	-0.5	-20.6	0.4
CCOC(=O)c1[nH]c2ccccc2c1NC(=O)CCN1CCN(C(=O)OCC)CC1	3.2	6.4	5.5	-6.1	-2.5	-1.5	-6.8	-2.0	-7.1	-1.0
Nc1[nH]c(C(=O)c2ccc(Br)cc2)c(-c2ccc(Cl)cc2Cl)c1C(=O)NCCc1c[nH]c2ccccc12	-6.2	-6.9	19.4	0.0	10.4	-23.3	-7.5	-2.7	-23.3	-1.1
CC(C)(C)NC(=O)CCc1nnc(Cc2c[nH]c3ccccc23)o1	-3.0	-4.7	-9.2	0.4	-8.4	1.4	-0.1	1.2	2.4	0.6
CC(C)c1ccc(-c2nnc(N)s2)cc1	-12.7	-1.7	4.8	-1.3	-3.0	2.3	0.2	-0.5	2.3	-1.3
Cc1ccc(C(=O)CCS(=O)(=O)c2ccc(Cl)cc2)cc1	3.5	9.7	6.5	0.5	1.7	-1.4	2.5	1.1	-10.1	-0.3
O=C(Cc1ccccc1)NC(c1ccco1)c1c(O)ccc2ccccc12 (configuration not stated)	7.3	-0.9	-5.7	-12.8	-0.5	-10.5	7.3	9.8	-13.3	-2.7
CCn1c(SCC(C)=O)nc2sc3c(c2c1=O)CCCC3	·	0.1	·	-1.7	-6.4	10.1*	-1.7	1.6	7.3	0.4
COc1ccc(C(O)c2nc(-c3cccc(F)c3)cs2)cc1 (configuration not stated)	5.7	7.2	-6.0	9.9*	2.1	2.8	-2.6	1.5	0.7	0.5
COC(=O)Nc1nnc(/C=C/c2ccc(OC)cc2)s1	6.1	3.4	3.8	-52.0	-1.9	-68.5	-2.2	-3.9	-80.1	-9.0
O=C(CNC(=O)c1ccccc1)NCCc1ccc(O)c(O)c1	2.3	1.6	-7.3	-1.8	0.9	-1.1	-1.1	-3.7	-5.2	1.2
COc1ccccc1C(=O)Nc1ccc(-c2nnc(SCC(=O)O)n2C)cc1	-1.8	0.5	-8.9	-4.1	5.3	-5.8	-2.9	-1.5	-7.2	-0.6
COc1ccc(C(=O)OCC(=O)Nc2cc(C)on2)c(OC)c1OC	7.1	-9.6	0.5	-7.6	-1.1	-1.5	5.0	3.1	-0.1	-0.3
COc1ccc(CCNC(=S)NC(=O)c2c(-c3ccccc3Cl)noc2C)cc1OC	4.5	-4.0	-0.6	3.0	7.9	1.7	-5.3	-2.7	-6.1	0.4
C[C@H]1C2CC(OC(=O)NCc3ccc(Cl)cc3)C(C2)[C@H]2CCCCN21 (some centres not stated)	·	-2.3	·	-5.0	7.1	-1.7	-4.5	-0.2	-3.5	1.0
